DSG3 Ab inh: human desmoglein-3 autoantibody binding inhibition | P32926 | DSG3-coupled beads, scFv-anti-DSG3-GFP binding, flow cytometry; stronger effect = lower value | binding (percent of control), % at 10 µM | hit rate 0.48% among 310,000 | AID 588358;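 active = binding more than 3 SD below its plate's average and above zero; inconclusive = below that plate limit but binding exactly zero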;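 note: hits lower antibody fragment binding to DSG3; some compounds called inactive have numbers as strong as hits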
Target sequence (P32926 whole entry, looked up, the tested form may be a part): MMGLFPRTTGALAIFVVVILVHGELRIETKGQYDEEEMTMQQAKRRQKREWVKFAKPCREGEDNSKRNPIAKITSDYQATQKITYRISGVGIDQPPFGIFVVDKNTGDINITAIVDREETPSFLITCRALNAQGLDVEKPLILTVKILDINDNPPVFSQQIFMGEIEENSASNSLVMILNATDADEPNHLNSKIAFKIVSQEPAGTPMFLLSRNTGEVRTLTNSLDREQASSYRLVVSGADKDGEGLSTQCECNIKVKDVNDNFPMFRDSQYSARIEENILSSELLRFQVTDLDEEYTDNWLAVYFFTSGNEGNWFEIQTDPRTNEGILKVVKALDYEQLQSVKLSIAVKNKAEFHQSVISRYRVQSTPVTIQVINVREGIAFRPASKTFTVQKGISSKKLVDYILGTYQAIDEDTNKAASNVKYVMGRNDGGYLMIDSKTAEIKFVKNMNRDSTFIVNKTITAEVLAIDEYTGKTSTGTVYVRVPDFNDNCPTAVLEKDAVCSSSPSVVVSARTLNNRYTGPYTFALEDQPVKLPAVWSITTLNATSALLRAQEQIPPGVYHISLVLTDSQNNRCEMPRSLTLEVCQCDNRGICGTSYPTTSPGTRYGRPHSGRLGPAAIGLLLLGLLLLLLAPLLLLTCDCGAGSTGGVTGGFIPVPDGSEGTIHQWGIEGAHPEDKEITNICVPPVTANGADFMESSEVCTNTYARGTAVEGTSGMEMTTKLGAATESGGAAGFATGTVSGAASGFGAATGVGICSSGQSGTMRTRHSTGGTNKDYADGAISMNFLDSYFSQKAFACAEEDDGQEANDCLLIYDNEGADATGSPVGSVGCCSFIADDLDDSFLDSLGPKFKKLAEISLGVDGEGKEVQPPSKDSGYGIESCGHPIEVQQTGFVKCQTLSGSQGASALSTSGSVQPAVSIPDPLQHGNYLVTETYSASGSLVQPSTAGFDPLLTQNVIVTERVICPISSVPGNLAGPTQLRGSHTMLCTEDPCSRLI
LANA DNA inh: KSHV C-LANA DNA binding inhibition; MBP-C-LANA/FAM-LBS DNA binding, fluorescence polarization; inhibition, % at 9 µM; hit rate 0.078% among 340,000;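 active = highest replicate inhibition at or above 60% at 9 µM, even if other replicates fall short; inactive = all replicates below 60% inhibition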;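 note: 0% = neutral control wells and 100% = 4 µM acridine orange control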
Arrestin-AP2 inh: inhibitors of human beta-arrestin and AP2 interaction | FITC-arrestin peptide / GST-AP2 beads, flow cytometry; AP2 beta2 appendage carries R879A mutation | inhibition, % at 10 µM | hit rate 0.31% among 340,000 | AID 504490;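 active = inhibition above a set limit, near 3 SD of compounds lacking own fluorescence, cut at about 54% in these data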;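 note: plate controls were DMSO wells for no effect and 5 µM unlabelled arrestin peptide for full effect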
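Assay system: GST-AP2 R879A bound to glutathione beads, E. coli-expressed; Medium: PBS with 0.05% Tween 20 and 0.1% BSA; Also added: fluorescein-tagged arrestin peptide at 50 nM final; Timing: 12 min plus 1 h, RT; Measured by: flow cytometry, FL1 (488/535 nm); Evaluation: percent drop in bead-associated FITC signal.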
RTF Ca sens act: cardiac RTF calcium sensitization | hit rate 0.24% among 340,000 | IANBD-labeled TnC RTF fluorescence at EC20 calcium; 0% EC20 calcium, 100% full calcium | P19429+P45379 | activation, % at 7.2 µM | AID 493008;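 active = activation above the mean over all tested compounds plus 3 SD, cut at about 30% in these data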;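 note: rise in fluorescence read as greater calcium sensitivity of cardiac thin filaments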
OPRM1-OPRD1 inv: inverse agonists of human mu-delta opioid receptor heterodimerization; inhibition, % at 9.3 µM; P35372+P41143; AID 504357; hit rate 0.21% among 340,000; cell-based MOR-DOR heterodimer luminescence, inverse agonism; in the data active = inhibition above about 22%, passing the limit was not always enough;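 note: 0% = cells with DMSO and 100% = wells without cells with DMSO; values of inactives mirror those of a sister screen read the other way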
RTF Ca sens inh: cardiac RTF calcium desensitization. P19429+P45379. IANBD-labeled cardiac RTF, Ca2+ fluorescence. inhibition, % at 7.15 µM. hit rate 0.12% among 340,000. AID 493244;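 active = inhibition above the mean inhibition of all tested compounds plus 3 SD, cut at about 17% in these data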;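 note: assay run at fixed EC70 calcium of 1.6 mM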
Keap1 Nrf2 FP: disrupts human Keap1 binding to Nrf2 peptide; Q14145; Keap1 Kelch-Nrf2 peptide fluorescence polarization, 1536-well; inhibition, % at 9.4 µM; hit rate 0.15% among 340,000; AID 504523; in the data active = inhibition above about 12%; inconclusive = no clear call, values can overlap the other calls; inactive = below about 7.3%;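 note: human Keap1 Kelch domain with fluorescein labeled Nrf2 9mer peptide probe; 0% = neutral control wells and 100% = peptide positive control; higher means more block of Keap1 binding to Nrf2 peptide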
V-ATPase pH: alters yeast V-ATPase proton transport | response, % at 10 µM | hit rate 0.37% among 350,000 | S. cerevisiae, pHLuorin cytosolic pH fluorescence; in the data active = response mostly above about 7.3%, no sharp cut-off; inactive = mostly below about 5.4%; note: actives read high; inactives centre near 0; some compounds called inactive have numbers as strong as hits; reference of the scale not given here
Wnt bcat act: activates Wnt/beta-catenin signaling in a reporter cell assay | activation, % at 9.35 µM | AID 743398 | activator, plate reader | hit rate 1.2% among 300,000; in the data active = activation above about 30%, passing the limit was not always enough; inconclusive = no clear call, values can overlap the other calls;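 note: 0% = neutral control wells and 100% = positive control wells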
MOR-DOR ag: agonists of human mu-delta opioid receptor heterodimerization; P35372+P41143; cells, OPRM1-OPRD1 heterodimerization, luminescence; activation, % at 9.3 µM; hit rate 0.3% among 340,000; AID 504326; in the data active = activation above about 18%;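 note: 0% = vehicle-treated cells and 100% = reference agonist; values of inactives mirror those of a sister screen read the other way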
Active calls of the source: *; ? = inconclusive; . = no result given.

SMILES	DSG3 Ab inh	LANA DNA inh	Arrestin-AP2 inh	RTF Ca sens act	OPRM1-OPRD1 inv	RTF Ca sens inh	Keap1 Nrf2 FP	V-ATPase pH	Wnt bcat act	MOR-DOR ag
O=C(CN1C(=O)NC2(CCc3ccccc32)C1=O)NCC(F)(F)F (centres undefined)	117	-0.3	-23	-2	9	-12	4	-1	-3	-1.8
Cc1ccc(N2CC(C(=O)Nc3nnc(SCc4ccccn4)s3)CC2=O)cc1 (centres undefined)	110	-1.8	-4	3	13	-2	0	4	2	-2.4
COC(=O)c1ccc(NS(=O)(=O)c2ccc3c(c2)n(C)c(=O)n3C)cc1	76*	-0.5	0	1	7	-6	0	-2	3	-1.4
CCOc1ccc(CC(=O)N/N=C(\C)c2cccnc2)cc1	121	0.4	38	-4	17	-2	-1	-3	-2	-2.9
COc1cc(/C=N/NC(=O)CCc2ccccc2)ccc1O	104	-0.7	14	3	8	7	-3	-1	-3	-1.4
Cc1cccc(Nc2nnc(SCC(=O)NCC3CCCO3)s2)c1C (centres undefined)	111	1.6	17	3	3	-8	0	-2	0	-0.6
O=C1c2ccccc2CCC1C(O)c1ccccn1 (centres undefined)	.	0.9	15	3	6	-2	-1	0	21	-1.0
O=C(O)c1ccc(CNCc2ccc(Cl)cc2Cl)cc1	102	-0.1	4	-1	-1	-2	0	-3	.	0.2
CCCCCN(C(=O)CCC(=O)OCc1cc(C)ccc1C)c1c(N)n(CCCC)c(=O)[nH]c1=O	98	-0.5	12	-13	13	1	-2	4	-1	-2.4
CCC(C)NS(=O)(=O)c1ccc(S(=O)(=O)N(CC(=O)Nc2ccccc2)Cc2ccco2)cc1 (centres undefined)	105	-0.7	5	-7	-4	-9	-3	1	.	0.8
COc1ccc(N2CCN(C(=O)CNC(=O)Cn3cnc4sc(C)c(C)c4c3=O)CC2)cc1	96	-0.1	31	-1	12	6	2	0	-3	-2.3
CCNS(=O)(=O)c1ccc(NC(=O)c2ccccc2)cc1	110	-0.2	26	8	-1	-2	1	-2	.	0.1
COc1cccc(C(=O)c2c[nH]c(C(=O)NCCCN(C)C)c2)c1	107	0.2	5	4	23	-5	1	-2	-2	-4.7
COCCCNS(=O)(=O)c1ccc2c(c1)CCN2C(C)=O	116	-1.9	3	-6	1	-4	0	-4	.	-0.2
O=C(Nc1ccc(N2CCOCC2)c(F)c1)c1cccs1	99	1.5	-6	-4	5	1	1	8	?	-0.9
O=C(Cn1c(=O)cnc2ccccc21)Nc1cc(Cl)ccc1N1CCOCC1	96	0.5	-4	-1	6	-1	-7	0	-3	-1.2
Cc1csc(=O)n1CCC(=O)OCc1nnc(-c2ccc(Cl)cc2)o1	103	0.5	17	-6	9	1	-5	0	0	-1.3
C/C(=N\NC(=O)C(N)=O)c1ccc(NC(=O)c2cccs2)cc1	97	0.2	0	.	.	.	-5	-1	12	.
CC(C)CN(CC(C)C)S(=O)(=O)N1CCC(C(=O)NCc2ccccn2)CC1	102	1.4	2	2	-5	-10	-1	0	-1	0.9
O=C(CNS(=O)(=O)c1cccc2nonc12)NCc1ccc(F)cc1	110	3.0	4	-3	16	-1	-3	4	-6	-2.6
COc1ccccc1C(CNC(=O)C(C)Oc1ccc(Br)cc1)N1CCCC1 (centres undefined)	101	-0.1	0	7	-6	0	-2	3	0	1.1
Cc1cc(C)nc(SC2CCCCC2NS(=O)(=O)c2ccc(Cl)cc2)n1 (centres undefined)	80	-0.4	1	-7	-18	1	-2	-1	-3	3.7
COc1cccc(CNC(=O)c2ccc(NC(=O)C3CCCO3)cc2)c1 (centres undefined)	.	-0.3	-13	9	9	-1	2	-1	.	-1.6
COc1ccccc1C1CC(c2ccccc2)Nc2ncnn21 (centres undefined)	96	0.1	14	1	8	0	0	-2	-1	-1.5
COCCSc1nnc(NC(=O)c2ccc(OC)c([N+](=O)[O-])c2)s1	99	-1.0	6	2	17	2	2	-1	-1	-3.2
COc1ccc(S(=O)(=O)N2C(=O)/C(=C3\SC(N)=NC3=O)c3ccccc32)cc1	97	-4.2	-6	-7	-1	-3	-4	1	1	0.2
COc1ccc(OC)c(S(=O)(=O)N2CCC(C(=O)Nc3cccc(C)c3)CC2)c1	98	-1.8	-1	-3	0	-6	-1	0	-6	0.0
COc1ccc(-c2c(C#N)c(SCC(=O)Nc3ccccc3)nc3c2CCCC3)cc1	111	0.3	0	-6	2	-4	4	3	.	-0.4
COc1cccc(C2(O)CCN(C(=O)C3CC3)CC2)c1	101	-1.2	3	13	9	-8	-2	0	.	-1.6
COc1ccc(C(C(N)=O)c2ncc(C(F)(F)F)cc2Cl)cc1OC (centres undefined)	98	0.9	-8	3	12	-6	-4	-5	-1	-2.3
Cc1cccc(N2CCN(C(=O)c3cccc(N4C(=O)C5CC=CC(C)C5C4=O)c3)CC2)c1C (centres undefined)	98	-0.6	-2	0	0	-7	2	3	.	0.0
CCC(=O)Nc1ccc(-c2nnc(-c3ccccc3)o2)cc1	.	-0.2	6	-8	0	-5	0	0	.	0.0
COC(=O)C1=C(CS(=O)(=O)c2ccc(Cl)cc2)NC(=O)NC1c1ccc(O)cc1 (centres undefined)	.	-0.7	0	-2	0	-6	-4	0	-1	-0.1
CCCNC(=O)CCC(NS(=O)(=O)c1ccc(C)cc1)C(=O)NCCC (centres undefined)	113	-0.2	2	6	2	-6	-2	8	2	-0.3
CC(C)(S)[C@@H](N)C(=O)O	95	-1.5	-7	0	9	9	-2	0	1	-1.7
CC(/C=N/n1c(-c2ccco2)n[nH]c1=S)=C\c1ccccc1	94	2.2	22	7	9	14	3	4	.	-1.7
COc1ccc(C(=O)NC(C)CCc2ccccc2)c(OC)c1 (centres undefined)	104	-1.4	6	-5	6	-4	-6	0	-1	-1.3
CCC(=O)Nc1nnc(-c2ccccn2)o1	98	-0.8	11	-3	9	10	1	2	.	-1.8
O=C(Nc1cc(-c2ccccc2)nn1-c1c(Cl)cccc1Cl)c1ccc(F)cc1	106	-0.2	9	0	16	12	0	0	-3	-3.4
O=C(CN1CCN(C(=O)c2cncn2-c2ccccc2)CC1)Nc1ccccc1Cl	102	8.2	-14	1	2	-4	-5	8	-2	-0.6
Cc1nc2ccc(NC(=O)c3ccc(F)c(S(=O)(=O)N4CCOCC4)c3)cc2s1	.	-0.1	-15	-1	7	1	1	2	.	-1.8
COc1ccc(S(=O)(=O)NNC(=O)C(=O)NNc2ccccn2)cc1	93	-2.0	-12	1	-2	-8	-4	5	-2	0.3
Cc1ccc(S(=O)(=O)Nc2nc3ccccc3s2)cc1[N+](=O)[O-]	109	-0.7	12	0	6	3	-3	4	8	-1.1
CCOc1ccc(NC(=O)CC(c2ccccc2)c2ccc(F)cc2)cc1 (centres undefined)	100	0.5	-7	-3	-15	-13	-2	-2	.	2.5
CCC(=O)Nc1cc2nn(-c3ccc(C)cc3)nc2cc1C	100	1.1	3	8	4	-8	-8	-4	0	-0.7
Cc1ccccc1C(=O)N1c2ccccc2OCC1C(C)(C)C (centres undefined)	107	-0.2	-11	-11	-29	2	-3	-3	2	6.1
Cc1ccc(C(=O)C2CCN(CC(=O)Nc3ccc4c(c3)OCCO4)CC2)cc1	96	-1.8	0	2	6	1	-7	5	.	-1.1
Cc1ccc(/C=C2\Oc3cc(OCC(=O)NN)ccc3C2=O)o1	98	0.7	7	1	17	-13	-4	-3	-1	-3.9
CC(C)CCN1C(=O)c2ccccc2C1C(=O)NCc1cccnc1 (centres undefined)	.	-1.0	2	0	-1	-12	-5	6	-4	0.2
CCc1ccc(CNC(=O)C2CCCN(S(=O)(=O)N(CC)c3ccccc3)C2)cc1 (centres undefined)	100	0.0	0	-2	11	11	5	5	-3	-2.2

Further results follow:
SMILES	DSG3 Ab inh	LANA DNA inh	Arrestin-AP2 inh	RTF Ca sens act	OPRM1-OPRD1 inv	RTF Ca sens inh	Keap1 Nrf2 FP	V-ATPase pH	Wnt bcat act	MOR-DOR ag
CC(C)CNC(=O)CSc1nnc(-c2ccc(Cl)cc2)n1N	100	0.3	10	4	4	0	-5	-1	-2	-0.8
N/C(=N\c1nc(CSc2ccc(Cl)cc2)cc(=O)[nH]1)Nc1ccccc1C(F)(F)F	94	-0.8	2	2	-4	-3	-1	3	-1	0.8
O=C(COc1ccccc1)NNC(=S)NC(=O)c1ccccc1	100	1.6	8	-2	6	1	0	5	0	-1.2
c1csc(-c2nc(NCC3CCCO3)c3ccccc3n2)c1 (centres undefined)	.	-1.7	23	-7	4	1	1	-2	0	-0.6
OCCCc1nc2ccccc2n1Cc1ccccc1	100	2.3	-6	-3	17	4	4	-1	0	-3.7
CC(=O)N1CCN(S(=O)(=O)c2c(C)n(C)c(=O)n(C)c2=O)CC1	108	-0.7	4	-1	8	-2	1	-6	-1	-1.9
CCN(CC)CC(=O)Nc1c(C)cc(C(C)(C)C)cc1C	100	-0.1	16	-2	-1	-11	2	4	.	0.2
C=C1CCN([C@@H](C)C(=O)NCc2ccc(OC)cc2)S(=O)(=O)c2ccccc21	103	-0.5	14	7	-6	-6	-1	2	-1	1.1
COc1ccc(OCC(=O)NC(=O)c2ccccc2)c([N+](=O)[O-])c1	103	1.2	21	1	-11	-10	-2	2	2	2.6
CN(CC(=O)NCCc1ccc(S(N)(=O)=O)cc1)CC(=O)Nc1cccc(F)c1	108	0.9	39	14	15	8	-2	-2	-1	-2.8
Cc1cc(C(=O)OCC(=O)NCc2ccco2)c(C)n1-c1ccccc1	99	1.9	-4	-5	21	-7	-3	-3	.	-3.9
O=C(c1cc2cc(F)ccc2[nH]1)N1CCCC(Nc2ccc(F)cc2)C1 (centres undefined)	.	-0.5	41	-4	9	0	5	-1	-3	-1.6
O=C(N/N=C/c1cccc([N+](=O)[O-])c1)c1ccc(CN2CCOCC2)cc1	102	-1.1	14	4	-8	-3	0	14*	0	1.1
CCC(=O)Nc1nnc(SCc2cccc(F)c2)s1	95	1.2	6	4	1	-5	-7	0	7	-0.2
Cc1ccsc1/C=N/NC(=O)c1sccc1C	91	0.6	-6	-1	8	-5	-2	-4	-4	-1.5
O=[N+]([O-])c1ccc([N+](=O)[O-])c(Nc2ccc(N3CCOCC3)cc2)c1	97	-0.8	-9	0	0	2	-2	-4	-2	0.0
Cc1ccc(S(=O)(=O)N2CCN(CC3CC4C=CC3C4)CC2)cc1 (centres undefined)	94	0.7	-5	-4	-23	1	1	-3	-2	3.3
CC(=O)CSc1nc2c(c(=O)[nH]c(=O)n2C)n1Cc1cccc(Br)c1	98	3.5	-8	7	5	-6	3	-3	0	-1.1

High-throughput results deposited in PubChem BioAssay by several laboratories.

The order is random (roughly 3.1% active in at least one column).
